# KCNH2 3.1 block: qHTS for Inhibitors of KCHN2 3.1: Mutant qHTS; U2OS KCNH2 3.1, thallium flux FluxOr; stronger effect = lower value; Potassium voltage-gated channel subfamily H member 2, brain isoform KCNH2 3.1 (human); activity change, % (tested at about 1.8 µM); 340,000 tested, 0.95% active;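 active means maximum activity change below -70%; inconclusive means maximum activity change from -70% to -50%; inactive means maximum activity change above -50%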;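 further: thallium influx rate constant from kinetic fluorescence after stimulation buffer; on the % scale 0 is the no-effect control and ±100 the full control effect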
#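 FluxOr-based Tl+ influx in U2OS cells transduced with KCNH2 3.1 virus; rate constants normalized to DMSO controls.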
# Eya2 inh: qHTS Assay for Inhibitors of the Phosphatase Activity of Eya2 | Protein phosphatase EYA2 (Homo sapiens), O00167 | recombinant Eya2, OMFP fluorescence dephosphorylation (OMFP is methylfluorescein phosphate) | Potency, µM (series often up to 76.9 µM), without a hit: at the highest dose activity, negative = inhibition, actives largely listed as inhibitors | 330,000 tested, 0.006% active | AID 488837, 2010; further: potency means the concentration at half of the fitted maximal effect; on the % scale 0 is the no-effect control and ±100 the full control effect
#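 Eya2 protein (added as 0.2 uM solution) was preincubated with compound for 10 min at ambient temperature in 50 mM HEPES pH 7.5, 50 mM NaCl, 5 uM MgCl2, 0.05% BSA, 1 mM DTT. OMFP (added at 50 uM) then reacted 10 min; fluorescence read at 485/525 nm.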
# ELG1 DNA repair: qHTS screen for small molecules that inhibit ELG1-dependent DNA repair in human embryonic kidney (HEK293T) cells expressing luciferase-tagged ELG1 | 330,000 tested, 2.3% active | HEK293T ELG1-luciferase reporter, luminescence, 16 h; DNA damage induced by 5-fluorouridine | AID 504467, 2011 | Potency, µM (titrated, usually from 46.1 µM), for inactives: at the top dose activity change, negative = inhibition, most hits filed as inhibitors; further: potency means the concentration at half of the fitted maximal effect; on the % scale 0 is the no-effect control and ±100 the full control effect; nearly all actives have a fitted effect of over 55% in size
#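 5-Fluorouridine DNA damage + compound/DMSO, 2,000 cells/well, 16 h, 37 °C/5% CO2. ONE-Glo, 30 min RT, luminescence. Readout = decrease in reporter signal.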
# A-T KAP1 phos: qHTS Assay for Identifying a Potential Treatment of Ataxia-Telangiectasia; 320,000 tested, 0.19% active; AID 485349, 2010; Potency, µM (highest dose often 57.5 µM), for inactives: at the highest dose activation, most hits filed as activators; […] A-T fibroblasts, KAP-1 phosphorylation AlphaLISA; neocarzinostatin DNA damage 30 min before lysis; further: potency means the concentration at half of the fitted maximal effect; % of control where 0% means no effect; nearly all actives have a fitted effect of over 45% in size
#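 hTERT-immortalized A-T patient fibroblasts ([…]), 500 cells/well in OPTI-MEM, 1% FBS, got compounds for 60 min, then NCS for 30 min at 37C. Lysates were then assayed for phospho-KAP-1 by AlphaLISA (anti-pKAP1 donor, anti-KAP1 acceptor beads), 6 hr at 25C.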
# KCNH2 WT inh: qHTS for Inhibitors of KCHN2 3.1: Wildtype qHTS | Voltage-gated inwardly rectifying potassium channel KCNH2 (Homo sapiens), Q12809 | AID 720551, 2013 | U2OS, BacMam KCNH2, thallium flux FluxOr; stronger effect = lower value | 340,000 tested, 0.37% active | activity change, % at 1.84 µM;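 active means maximum activity change below -70%; inconclusive means maximum activity change between -70% and -50%; inactive means maximum activity change above -50%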; further: on the % scale 0 is the no-effect control and ±100 the full control effect
#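 U2OS cells transduced with wild-type KCNH2 virus are loaded with FluxOr dye for 45 min, and thallium flux is measured in kinetic reads before and after stimulation buffer. Rate constants are normalized to DMSO controls.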
# TRPV1 agonist: HTS Assay for Compounds that Act as Agonists of the Vanilloid Receptor 1 | TRPV1-expressing cells, Fluo-8 calcium influx, agonist mode | 320,000 tested, 0.19% active | activation, % at 8.33 µM | Transient receptor potential cation channel subfamily V member 1 (Homo sapiens), Q8NER1 | AID 540275, 2011; in the data active means activation above about 80%; inconclusive means between about 30% and that limit; further: 0% is about no effect
# Target sequence (Q8NER1 whole entry, looked up): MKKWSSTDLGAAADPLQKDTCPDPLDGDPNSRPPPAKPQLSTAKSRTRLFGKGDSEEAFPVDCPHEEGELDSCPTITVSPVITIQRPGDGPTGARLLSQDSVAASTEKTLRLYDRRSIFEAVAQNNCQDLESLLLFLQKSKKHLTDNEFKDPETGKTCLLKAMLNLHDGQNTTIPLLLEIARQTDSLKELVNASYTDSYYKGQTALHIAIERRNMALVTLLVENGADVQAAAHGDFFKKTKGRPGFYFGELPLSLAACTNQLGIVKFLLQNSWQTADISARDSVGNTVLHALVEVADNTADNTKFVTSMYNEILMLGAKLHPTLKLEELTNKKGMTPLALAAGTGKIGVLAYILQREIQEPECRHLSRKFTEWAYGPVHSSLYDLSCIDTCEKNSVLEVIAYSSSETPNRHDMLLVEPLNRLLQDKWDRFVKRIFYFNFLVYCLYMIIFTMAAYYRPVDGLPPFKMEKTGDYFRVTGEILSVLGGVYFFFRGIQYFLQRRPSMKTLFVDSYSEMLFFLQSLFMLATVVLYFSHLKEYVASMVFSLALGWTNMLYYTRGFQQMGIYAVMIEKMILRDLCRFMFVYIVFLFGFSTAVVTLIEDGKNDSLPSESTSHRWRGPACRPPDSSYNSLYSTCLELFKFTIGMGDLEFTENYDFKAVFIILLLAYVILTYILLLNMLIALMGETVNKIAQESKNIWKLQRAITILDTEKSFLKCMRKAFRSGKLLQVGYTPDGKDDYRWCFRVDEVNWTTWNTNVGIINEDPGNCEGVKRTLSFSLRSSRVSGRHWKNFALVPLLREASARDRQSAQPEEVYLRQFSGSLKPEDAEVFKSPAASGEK
#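 TRPV1-expressing cells were cultured overnight at 35.5C and loaded with Fluo-8 calcium dye for 40 to 90 min at room temperature. After a 10 s baseline, compound was added and calcium influx was read kinetically for 3 min (ex 480/em 520 nm).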
# TCR act: Activators of T cell receptors: qHTS campaign. primary human leukocytes, anti-CD3, IL-2 HTRF, 48 h. Potency, µM (highest dose often 9.22 µM), for inactives: at the top dose activation of IL-2 secretion, actives largely listed as activators. 330,000 tested, under 10 active; further: % of control where 0% means no effect
#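 Compounds are tested in HTS on primary human leukocytes co-incubated with a-CD3 beads for 48 hr. IL-2 output is measured by time-resolved FRET.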
# Mito fusion yeast: qHTS Assay for Small Molecule Inhibitors of Mitochondrial Division or Activators of Mitochondrial Fusion; S. cerevisiae fusion-defective mutant growth rescue, CellTiterGlo 48 h; AID 485298, 2010; Potency, µM (series often up to 46.1 µM), for inactives: top-dose growth rescue (activation), actives largely listed as activators; 320,000 tested, 0.23% active;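 further: potency means the concentration at half of the fitted maximal effect; % of control where 0% means no effect; nearly all actives have a fitted effect of over 45% in size; temperature-sensitive fusion mutants such as fzo1-1 at 37 °C on non-fermentable ethanol glycerol medium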
#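 S. cerevisiae fusion-defective temperature-sensitive mutants (e.g. fzo1-1, mgm1-5) grown 48 h at 37C in YPEG (ethanol/glycerol non-fermentable) medium with 23 nl compound per well; growth rescue read as CellTiterGlo luminescence.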
# TSHR antag: Antagonists of the Thyroid Stimulating Hormone Receptor: HTS campaign. Thyrotropin receptor (Homo sapiens), P16473. TSHR-expressing cells, TSH-stimulated cAMP HTRF, 2 h; stronger effect = lower value. activity change, negative = inhibition, % at 11.5 µM. 330,000 tested, 0.2% active;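 active means activity change below a set negative limit, meaning inhibition stronger than a set level, cut at about -70% in these data; inconclusive means activity change between two set negative limits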; further: on the % scale 0 is the no-effect control and ±100 the full control effect
#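 Antagonism was scored as loss of TSH-driven cAMP in TSHR cells, stimulated with 4nM TSH (EC80) for 2 hours at 37 deg C and detected by homogeneous HTRF competition immunoassay.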
# USP2a block: qHTS Assay for Inhibitors of Ubiquitin-specific Protease USP2a Using CHOP2 as the Reporter. AID 463254, 2010. 330,000 tested, 0.01% active. Potency, µM (series often up to 38.3 µM), inactives show at the highest dose activity change, negative = inhibition, hits mostly inhibitors. Ubiquitin carboxyl-terminal hydrolase 2 (Homo sapiens), O75604. USP2 core, Ub-CHOP2 coupled fluorogenic reporter, 485/531;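 further: potency means the concentration at half of the fitted maximal effect; plate controls were DMSO wells for no effect and full inhibition by NEM control for full effect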
#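 Cell-free coupled assay: 10nM USP2 core preincubated 30min RT with compound in Tris-HCl pH 8.0/CaCl2/CHAPS buffer, then 25nM Ub-CHOP2 and 25nM reporter substrate; fluorescence (Ex 485/Em 531) read after 60min RT, normalized to NEM inhibition, concentration-response curves fitted.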
# Numbers without * were called inactive; u = inconclusive; x = not tested or not shown; [ ] = another dose, or the depositor's remark. Unless noted, the call rests on the fitted dose curve; in most records, active means well fitted curve in the direction sought with a large enough effect; inconclusive means small, poorly fitted or top-dose-only effect, or another doubt; inactive means no such curve, though single readings can be large; an effect the other way counts as inactive or inconclusive.
SMILES,KCNH2 3.1 block,Eya2 inh,ELG1 DNA repair,A-T KAP1 phos,KCNH2 WT inh,TRPV1 agonist,TCR act,Mito fusion yeast,TSHR antag,USP2a block
Cc1cccc(C)c1NC(=O)CNC(=O)c1c(C)nn(-c2ccccc2)c1C,-6,3%,-6%,-5%,0,-3,-4%,-11%,x,-1%
Nc1ccc(C(=O)OCc2nc3ccccc3s2)cc1,17,3%,u,12%,0,-2,13%,8%,-6,1%
CCOC(=O)C1CCN(C(=O)COC(=O)/C=C/c2cccc(OC)c2OC)CC1,5,10%,-8%,-11%,-1,x,-1%,x,x,3%
Oc1ccc(O)c2c1C1c3ccccc3C2c2ccccc21,x,-7%,u,2%,x,0,x,-10%,-2,-1%
Cc1ccc(S(=O)(=O)N(C)C)cc1NC(=O)COC(=O)/C=C/c1ccc(F)cc1,1,18%,6%,-1%,-12,0,4%,-8%,10,-1%
Cc1cc(NC(=O)CCCC(=O)NCc2ccccc2)no1,-24,-9%,-15%,-2%,-2,2,2%,-3%,-5,0%
CCCN1C2CCCC1CC(NC(=O)c1ccccc1OC)C2 (centres undefined),1,-7%,11%,1%,4,-2,0%,1%,3,0%
COc1ccc(N2CCN(CCCNC(=O)C3(S(=O)(=O)c4ccc(Cl)cc4)CC3)CC2)cc1,-32,-1%,-7%,-7%,1,-2,1%,-6%,12,3%
Cc1ccc(/C(N)=N/OC(=O)c2ccc3c(c2)OCO3)cc1,15,-5%,u,10%,1,u,1%[46.1 µM],27%,-16,7%
COc1ccc(N/C=C\C(=O)c2ccc3c(c2)OCO3)cc1OC,-7,-2%,u,0%,31,-2,6%[46.1 µM],-11%,16,-1%
Cc1ccccc1NC(=O)Cn1c(=O)sc2ccccc21,-2,-1%,-4%,0%[11.5 µM],-10,5,x,-2%,26,9%
O=C1OC(NC(=O)c2ccccc2)C(n2cc(CO)nn2)=C1Cl (centres undefined),7,0%,16%,-2%,2,-2,-5%,2%,6,5%
O=[N+]([O-])c1ccccc1S(=O)(=O)NCCSc1ccccc1,-14,-4%,8%,-1%,-21,3,0%,-6%,3,0%
Cc1ccc(S(=O)(=O)Nc2nc3ccccc3s2)cc1,-15,-3%,-1%,x,-11,0,x,1%,-14,4%
O=C(CSc1nnnn1-c1ccccc1)N1CCc2ccccc2C1,8,8%,-5%,12%,-5,30,8%,9%,-7,-1%
COc1ccc(C2=CC(=O)N(Nc3ccccc3)C2=O)cc1,-16,u,u,34%,-2,7,2%,1%,-10,6%
O=C(O)C1CCCN(S(=O)(=O)Cc2ccccc2)C1 (centres undefined),2,5%,0%,3%,1,-1,-25%,5%,-7,1%
COc1ccc(C(=O)N2CCN(CCNC(=O)C(=O)Nc3ccc(Br)cc3)CC2)cc1,-105*,-5%,u,2%,20,-4,4%,0%,-9,0%
CN(C)S(=O)(=O)N1CCN(S(=O)(=O)c2ccc(F)cc2)CC1,-6,-3%,0%,-8%,10,3,x,3%,-10,4%
COc1ccc(N(C)S(=O)(=O)c2ccc(Cl)c(C(=O)NCC(C)(C)N3CCOCC3)c2)cc1,3,3%,-13%,-1%,-4,-1,-2%,3%,9,1%
CCN(CC)S(=O)(=O)c1cccc(C(=O)NCC2CCCCC2)c1,1,-19%,-20%,6%,12,28,4%,1%,-5,3%
CC(=O)NC(=O)COC(=O)c1ccc2ncsc2c1,-5,11%,3%,-3%,-7,0,-7%,u,-5,5%
Cc1cc2cc(CNS(=O)(=O)N(C)C)ccc2[nH]1,25,-12%,9%,4%,-1,1,5%[46.1 µM],-5%,8,-4%
N#CCC(=O)Nc1ncc(Cc2ccccc2Cl)s1,-1,4%,-3%,-9%,-8,0,3%,4%,-5,0%
COC(=O)C1=CN(Cc2ccc(OC)c(OC)c2)C=C(C(=O)OC)C1c1cccs1,15,-7%,u,4%,4,-6,0%,-1%,-2,-4%
O=C(COc1ccc(Cl)cc1)NNC(=O)c1ccc2c(=O)n3c(nc2c1)CCC3,-2,5%,-15%,3%,-3,0,4%,-16%,2,0%
CCOC(=O)C1CCCN(c2ncnc3c2cnn3-c2ccc(Cl)cc2)C1 (centres undefined),9,7%,u,25%,-3,4,-1%,5%,-6,-1%
CCOC(=O)C1=C(C)NC2(O)c3ccccc3C(=O)C12O (centres undefined),-4,3%,3%,u,16,-5,5%,5%,54,5%
CCSc1nc(N)c2c3c(sc2n1)CCC3,1,-15%,u,-10%,-4,9,-2%,5%,-8,2%
COc1cccc(C(=O)Nc2ccc(NC(=O)C3CCCCC3C(=O)O)cc2)c1 (centres undefined),x,-4%,10%,-2%,6,3,-4%,-9%,1,-1%
CC(C)(C)NC(=O)COC(=O)c1cc(S(=O)(=O)N2CCCCC2)ccc1N1CCOCC1,9,-4%,-15%,0%,4,2,-24%,-1%,-3,2%
O=Cc1c(-c2ccccc2)nc2ccccn12,26,7%,u,1%,-6,2,3%,6%,-10,-2%
COc1ccc(NC(=O)CS(=O)(=O)c2cn(CC(=O)N3CCOCC3)c3ccccc23)cc1,-2,10%,7%,2%,1,-1,-1%,-1%,0,0%
Cc1ccc2nc(N3C(=O)C(O)=C(C(=O)c4ccc(C)o4)C3c3ccc(O)cc3)sc2c1 (centres undefined),-8,-10%,u,-1%,1,6,7%,6%,91,1%
CCOC(=O)C1CCN(C(=O)c2c(-c3ccccc3)noc2C)CC1,-75*,-8%,-8%,-3%[11.5 µM],3,1,-1%,-5%,9,1%
O=C(Nc1ccc(Cl)cn1)c1cc2ccccc2o1,-18,4%,u,6%,14,u,8%,10%,-1,-3%
CCNC(=S)N1CCN(CC(=O)Nc2ccc(OC)cc2)CC1,9,13%,13%,-3%,-8,10,10%,2%,11,5%
CCSc1nc(C)c(CCOc2cccc(C)c2)c(=O)[nH]1,-3,9%,1%,0%,1,14,-42%,1%,-4,3%
Cc1cc(C)c2c(N)c(S(=O)(=O)c3ccccc3)sc2n1,3,0%,u,7%,10,-2,8%,-9%,-12,-5%
CCOC(=O)N1CCN(C(=O)c2cnn3c(C(F)F)cc(-c4ccc(C)cc4)nc23)CC1,-9,0%,3.7µM*,10%,-9,u,3%,2%,-2,-1%
CCc1ccc(-c2nc(SCC(=O)N(CC)C3CCS(=O)(=O)C3)n[nH]2)cc1 (centres undefined),6,25%,u,5%,0,-1,-2%,1%,7,1%
Cc1nc2ncccn2c1-c1csc(Nc2cccc(C(=O)O)c2)n1,15,-6%,6%,0%,-2,2,-2%,0%,3,3%
Cc1ccccc1/C=C/C12NC(=O)CN1c1ccccc1C2(C)C (centres undefined),7,u,u,-15%,0,8,-4%,-2%,47,2%
O=C(Nc1ccccc1Cl)N1CCN(c2ccc3nnc(-c4ccccc4)n3n2)CC1,-2,-2%,13µM*,2%,9,-3,6%,2%,7,0%
O=C(c1cccnc1)N1c2ccccc2Sc2ccccc21,-3,3%,u,4%,-2,2,-2%,9%,-34,0%
COc1ccc(C2=CC(=O)C[C@H](c3ccc(Cl)cc3)C2)cn1,5,-8%,u,-3%,10,u,2%,u,-17,0%
O=C(CSc1nnc2ccc(-c3ccccn3)nn12)NCC1CCCO1 (centres undefined),7,13%,6%,1%,0,-5,-1%,0%,5,13%
CC1(C)CC(CCC(=O)Nc2ccccc2Cl)C(=O)O1 (centres undefined),1,18%,-14%,9%,-4,-2,0%,1%,13,1%
Cc1ccccc1NC(=O)CCC(=O)OCCCC(F)(F)C(F)(F)F,-7,9%,-14%,3%,-4,16,x,-1%,2,-1%
CCN1C(=O)[C@H]2[C@@H](c3ccc(C)cc3)N3C(=O)N(c4cccc(Cl)c4)C(=O)[C@@]3(CC)[C@H]2C1=O,x,-5%,11%,11%,x,4,-27%,-7%,2,0%

# Screens deposited in PubChem BioAssay by National Center for Advancing Translational Sciences (NCATS).

# These rows are one share of the data (hit frequency here may not be typical).
